Assay outcomes: PubChem, several laboratories
SDO1 yeast rescue – compounds rescuing growth of sdo1-depleted yeast, bone marrow failure model. z-score at 10 µM. hit rate 0.21% among 140,000. S. cerevisiae sdo1-depleted JHY4D growth rescue, OD600 30 h; hits give high values; pdr5 snq2 efflux-pump mutant strain;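 active means z-score above 3 at both the 24 hr and the 30 hr optical density reads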;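 further: z-score against mean and SD of all compound wells on the same plate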
Insulin prom inh – TRM-6 insulin promoter activity inhibition; hit rate 0.9% among 130,000; inhibition, % at 2 µM; TRM-6 cells (human fetal islet line), insulin promoter-eGFP reporter, imaging; reporter expression induced with tamoxifen;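 active means inhibition above the mean plus 3 SD, with well images judged a real hit on visual review, cut at about 60% in these data, passing the limit was not always enough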
SDO1 yeast rescue Rescue 24 h – also measured in SDO1 yeast rescue; calls as there; z-score; S. cerevisiae sdo1-depleted JHY4D growth rescue, OD600; measured here: growth rescue at 24 h;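 0 is the plate mean of compound wells and units are plate SD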
The depositor's hits bear a star; i = inactive; x = no result given.

Molecule	SDO1 yeast rescue	SDO1 yeast rescue Rescue 24 h	Insulin prom inh
Cc1c(N=C2NC(=O)/C(=C/c3cccc([N+](=O)[O-])c3)S2)c(=O)n(-c2ccccc2)n1C	-1.47	-1.2	3.6
CCOc1ccc(-c2nnc(NC3=NCCCCC3)o2)cc1	-0.22	0.1	21.9
Cc1ccc(C2C(C(=O)c3sc(C)nc3C)=C(O)C(=O)N2CCN2CCOCC2)o1 (configuration not stated)	1.42	1.5	-7.7
Cc1cccc(C(C)(C)C)c1OCCn1ccnc1	-1.77	-1.85	89.0*
O=C1C2C(c3ccccc3)C=CC(c3ccccc3)C2C(=O)N1c1cccnc1 (configuration not stated)	-1.04	-1.55	x
CCn1c(COc2cccc(OC)c2)nnc1SCC(=O)Nc1cc(OC)ccc1OC	-0.42	-0.18	x
Cc1ncc([N+](=O)[O-])n1Cc1ccc(Br)cc1	x	x	0.0
COc1ccc(NC(=O)C2OCCc3ccccc32)c(OC)c1 (configuration not stated)	-1.1	-1.63	37.5
O=C(NCc1ccncc1)C(=O)NCC(c1ccco1)N1CCN(c2ccccc2F)CC1 (configuration not stated)	1.73	0.21	-37.9
CC(=O)Nc1ccc(-c2csc(NNC(=O)c3ccc(C)cc3)n2)cc1	x	x	0.0
Cc1cc2nc(C)c(=O)n(C)c2cc1C	-0.62	-1.55	46.1
O=C(NCCCCCCNC(=O)c1ccc(Br)s1)c1ccc(Br)s1	-1.29	0.56	53.9
COc1ccc(C(=O)N(CN2CCCC2=O)c2cc(C)on2)cc1OC	1.67	1.71	x
O=C(NC1CCCCC1)C(c1ccncc1)N(C(=O)Cn1nnc(-c2cccs2)n1)C1CCCC1 (configuration not stated)	-0.16	0.1	30.2
C=C(C)c1cccc(C(C)(C)NC(=O)N(Cc2ccccc2)Cc2ccco2)c1	-1.72	-1.42	-43.5
CC(C)CNc1nnnc2c1sc1nc(N3CCOCC3)c3c(c12)CC(C)(C)SC3	-0.46	-0.14	-16.1
CCOC(=O)C1CCCCN1Cc1cccc(F)c1 (configuration not stated)	0.28	0.52	6.5
Nn1c(SCCOc2ccccc2)nnc1-c1cccnc1	0.78	0.57	38.7
O=C(Cc1cccs1)NCC1CCCO1 (configuration not stated)	-0.42	0.11	-16.7
Cc1nc(C)c(-c2ccccc2)c(=O)[nH]1	0.1	0.58	x
O=C(C1CCC1)N1CCc2cc(S(=O)(=O)NC3CCCC3)ccc21	0.66	0.48	6.2
CC1CCc2c(sc(NC(=O)C3CCCO3)c2C#N)C1 (configuration not stated)	x	x	23.1
CCOC(=O)c1cccc(NC(=O)CN(C)S(=O)(=O)c2cnc[nH]2)c1	-0.12	-0.1	5.6
O=C(NCC(=O)N(c1cccc(F)c1)C(C(=O)NC1CCCC1)c1cccnc1)c1cccs1 (configuration not stated)	x	x	-125.0
CC(=O)Oc1ccc(C(=O)[C@H]2[C@H]3C(=O)N(c4ccccc4)C(=O)[C@H]3[C@@H]3C=CC=NN32)cc1	0.69	0.32	0.0
CCCCCCC(C)NC(=S)Nc1cc(S(=O)(=O)N(C)C)ccc1C (configuration not stated)	-0.18	-0.1	-35.7
Cc1ccc(-c2ccc(=O)n(CC(=O)NCCN3CCCCC3C)n2)cc1 (configuration not stated)	-0.32	-0.35	-53.1
COc1ccc(C(=O)C2CCCCC2=O)cc1 (configuration not stated)	-0.44	-0.62	-184.0
N=C(N)N=Nc1c(O)[nH]c2ccc(Br)cc12	x	x	0.0
O=C1CN(C(=O)c2ccc(Br)o2)C(c2ccccc2)c2cc(Br)ccc2N1 (configuration not stated)	-1.62	-1.52	x

Two consecutive records out of the list so far, for reference:
Molecule	SDO1 yeast rescue	SDO1 yeast rescue Rescue 24 h	Insulin prom inh
N=C(N)N=Nc1c(O)[nH]c2ccc(Br)cc12	x	x	0.0
O=C1CN(C(=O)c2ccc(Br)o2)C(c2ccccc2)c2cc(Br)ccc2N1 (configuration not stated)	-1.62	-1.52	x

Exported field by field: part of the list above.
canonical_smiles: CCCCCCC(C)NC(=S)Nc1cc(S(=O)(=O)N(C)C)ccc1C (configuration not stated)
  SDO1 yeast rescue: -0.18	SDO1 yeast rescue Rescue 24 h: -0.1	Insulin prom inh: -35.7
canonical_smiles: COc1ccc(C(=O)C2CCCCC2=O)cc1 (configuration not stated)
  SDO1 yeast rescue: -0.44	SDO1 yeast rescue Rescue 24 h: -0.62	Insulin prom inh: -184.0
canonical_smiles: CCOc1ccc(-c2nnc(NC3=NCCCCC3)o2)cc1
  SDO1 yeast rescue: -0.22	SDO1 yeast rescue Rescue 24 h: 0.1	Insulin prom inh: 21.9
canonical_smiles: O=C1C2C(c3ccccc3)C=CC(c3ccccc3)C2C(=O)N1c1cccnc1 (configuration not stated)
  SDO1 yeast rescue: -1.04	SDO1 yeast rescue Rescue 24 h: -1.55	Insulin prom inh: x

Continued.
Molecule	SDO1 yeast rescue	SDO1 yeast rescue Rescue 24 h	Insulin prom inh
O=C(OCC(=O)N1CCc2ccccc21)c1cccnc1Cl	0.45	0.32	20.0
CCOC(=O)c1c(NC(=S)Nc2cccc(C)c2)sc2c1CC(C)(C)SC2	0.74	0.42	x
COC(=O)c1ccc2nc(C)cc(Nc3ccc(N(C)C)cc3)c2c1	1.4	0.48	51.2
CSc1cc(-c2ccccc2)n(Cc2c(Cl)cccc2Cl)c(=O)c1C#N	0.09	0.63	25.0
COc1ccc(OC)c(NC(=O)c2cc3c(=O)n4ccccc4nc3n2C)c1	x	x	35.7
O=C(Cc1ccccc1)c1nc2ccccc2s1	-0.42	-0.54	23.1
COc1ccc(OC)c(NC(=O)C2C(C(=O)O)C3(Cl)C(Cl)=C(Cl)C2(Cl)C3(Cl)Cl)c1 (configuration not stated)	x	x	20.0
Cc1ccccc1NC(=O)/C(=C/c1ccccc1)c1ccccc1	-1.11	-0.67	25.8
Cc1ccc(N2CC(C(=O)Nc3nccs3)CC2=O)cc1 (configuration not stated)	0.83	0.38	18.8
Cc1cc(C)nc(-n2nc(C)cc2NC(=O)CN2CCc3ccccc3C2)n1	-1.3	-1.12	0.0
CCc1ccc(-c2nc(CSCC(=O)NCc3ccco3)c(C)o2)cc1	x	x	40.0
O=C(NC1CCCCC1)C1CCN(S(=O)(=O)N2CCOCC2)CC1	1.63	0.73	7.7
CC(C)(C)c1ccc(-c2nnc(SC3CCOC3=O)n2Cc2ccccc2)cc1 (configuration not stated)	-0.99	-0.44	35.7
Cn1c(/C=N/c2nc3ccccc3[nH]2)nc2ccccc21	0.38	0.13	40.0
CCOC(=O)c1c(Cc2ccccc2)c[nH]c1C	x	x	-5.9
COC(=O)c1[nH]c2cc(OC)ccc2c1NC(=O)CN1CCC(C(N)=O)CC1	0.45	0.19	15.6
Cc1cc(C)nc(NC(=S)Nc2ccc(Br)cc2Cl)c1	x	x	6.7
COC(=O)C(Cc1ccc(O)cc1)NC(=O)CCC(=O)Nc1ccc(S(N)(=O)=O)cc1 (configuration not stated)	-0.43	-0.95	-54.5
CCn1c(NC(=O)Nc2cccc(C)c2C)cc2sccc21	0.94	0.66	x
CC(=O)Nc1ccc(NC(=O)CCn2cnnn2)cc1	x	x	41.7
COC(=O)c1c(Oc2nc(OC)cc(OC)n2)cccc1Oc1nc(OC)cc(OC)n1	-1.12	-1.21	4.8
CCc1nnc(NC(=O)C2CCCN2C(=O)NC2CCCCC2)s1 (configuration not stated)	-0.58	-0.78	-31.4
COc1ccc(C2CC(=O)c3cnc(NC(=O)c4cccc(OC)c4)nc3C2)cc1 (configuration not stated)	-0.15	-0.94	52.9
O=C(NNC(=O)C1CCCCC1)c1cnccn1	1	0.46	x
CCOc1ccc(CCNS(=O)(=O)c2ccc3c(c2)NC(=O)CC(=O)N3)cc1OCC	x	x	-22.2
O=S(=O)(Nc1nc2ccccc2nc1NCCN1CCOCC1)c1cccc(Cl)c1	-0.69	-1.08	x
COc1ccc(C2(CNC(=O)Cc3ccc(OC)c(OC)c3)CCOCC2)cc1	0	-0.76	8.1
CCC(C(=O)NCc1cccnc1)c1ccccc1 (configuration not stated)	x	x	-440.0
CN(C)c1ncc(C2=C(Cl)C(=O)C(N3CCCC3)=C(Cl)C2=O)s1	-1.31	1.13	-7.9
CC(C)(C)C(=O)Cn1ncc(NC2CC2)c(Br)c1=O	1.99	2.63	-3.1

A few values from the list:
COc1ccc(OC)c(NC(=O)C2C(C(=O)O)C3(Cl)C(Cl)=C(Cl)C2(Cl)C3(Cl)Cl)c1 (configuration not stated) | Insulin prom inh: 20.0
Cc1ccc(N2CC(C(=O)Nc3nccs3)CC2=O)cc1 (configuration not stated) | SDO1 yeast rescue Rescue 24 h: 0.38
COC(=O)c1[nH]c2cc(OC)ccc2c1NC(=O)CN1CCC(C(N)=O)CC1 | SDO1 yeast rescue Rescue 24 h: 0.19
COC(=O)c1ccc2nc(C)cc(Nc3ccc(N(C)C)cc3)c2c1 | SDO1 yeast rescue Rescue 24 h: 0.48
COc1ccc(C2CC(=O)c3cnc(NC(=O)c4cccc(OC)c4)nc3C2)cc1 (configuration not stated) | SDO1 yeast rescue: -0.15
CCn1c(NC(=O)Nc2cccc(C)c2C)cc2sccc21 | SDO1 yeast rescue Rescue 24 h: 0.66

Next structures
Molecule	SDO1 yeast rescue	SDO1 yeast rescue Rescue 24 h	Insulin prom inh
CCCCOC(=O)CSCC(=O)N1N=C(c2cccs2)CC1c1ccc(F)cc1 (configuration not stated)	-0.51	-0.57	x
CCCn1nnc(NC(=O)c2ccc(OCC)c(Cl)c2)n1	0.32	-0.22	i
Cc1occc1C(=O)NNC(=O)c1ccccc1Br	0.88	1.37	30.2
COc1ccc(CN=C2NC(=O)CC(C(=O)Nc3ccc(Cl)cc3)S2)cc1 (configuration not stated)	-0.11	-0.37	44.4
CCC(CC)C(=O)Nc1cc(NC(=O)C(CC)CC)cc(C(=O)O)c1	1.07	1.01	58.6
Cc1cc(OCC(=O)OCC(=O)Nc2cc(C(F)(F)F)ccc2N2CCOCC2)ccc1Cl	0.19	-0.49	-46.7
Cc1cc(-n2nc(C)cc2C)nc(N)n1	0.48	0.14	8.3
CCCNC(=O)c1cccc(COCC(F)(F)F)c1	1.83	2.99	64.3
CCn1c(CNC(=O)Cc2ccc(OC)cc2)nnc1SCCOc1ccccc1	-0.84	-1.53	i
CCC(Oc1ccccc1)C(=O)Nc1nnc(C(F)(F)F)s1 (configuration not stated)	-0.75	-0.55	11.7
CCOC(=O)c1cnc(SCC(=O)Nc2cc(OC)ccc2OC)nc1N	-1.44	-1.58	22.9
CCCNC(=O)N1CCN(c2ncccn2)CC1	1.51	1.9	-33.3
O=C(CN1CCC(O)(c2ccc3c(c2)OCO3)CC1)OC1CCCCC1	1.12	0.76	-27.3
N#Cc1ccc(Oc2nc(C(N)=O)cc(-c3ccccc3)n2)cc1	-0.46	-1.26	20.0
CC(Sc1nc(C(C)(C)C)cc(-c2ccccc2)c1C#N)C(=O)Nc1ccccc1 (configuration not stated)	0.49	1.45	-25.0
O=c1c2ccccc2nc(-c2ccccc2)n1CCN1CCOCC1	0.19	0.43	x
O=c1sc2ccccc2n1COc1ccc(Cl)cc1	-0.61	-0.81	-34.6
CC(C)Cn1c(-c2nn(C)cc2Cl)n[nH]c1=S	0.38	-0.56	2.6
O=C1Nc2ccccc2C12OCC1(CO2)COC2(OC1)C(=O)Nc1ccccc12 (configuration not stated)	0.17	0.05	3.6
COC(=O)Cc1c(C)nc2nc(Cc3ccccc3)[nH]n2c1=O	1.26	0.95	30.7
Cc1c(-c2ccccc2)oc2c(C(=O)OCC(=O)Nc3ccc(C(N)=O)cc3)cccc2c1=O	-0.38	-1.01	18.9
CCC(Sc1nc(C)cc(C)n1)C(=O)NC1=NN=C(c2ccc(C)cc2)CS1 (configuration not stated)	-0.57	-0.39	x
O=C(COC(=O)Cn1cnc2ccccc21)NCCc1ccccc1	1.37	0.74	x
Cc1cc(C)nc(N/N=C/c2sccc2C)n1	x	x	-5.3
O=C(NCCCn1ccnc1)c1cn(-c2ccccc2)nc1-c1ccccc1	1.37	2.87	-100.0
COC(=O)CCS(=O)(=O)c1ccc(Cl)c(Cl)c1	0.95	0.58	-77.3
c1ccc(Oc2cc(-n3cncn3)ncn2)cc1	0.02	0.22	x
Cc1cccc(NC(=O)Cn2cnc3ccc(S(=O)(=O)N4CCC(C)CC4)cc3c2=O)n1	0.44	0.82	x
Cc1cccc(-c2nnn(CC/C(N)=N/O)n2)c1	-0.9	-0.97	22.2
Cc1ccc(NC(=O)c2cc(C(=O)c3cc(Cl)ccc3O)cn(-c3ccc(C)cc3)c2=O)cc1	-0.58	-0.21	16.9
CC(=O)N(/N=C1\Sc2ccccc2C1=O)c1ccccc1	0.1	-0.49	23.3
Cc1c(-c2ccccc2)nc(N)c(C#N)c1-c1cccs1	-0.73	0.81	-5.7
CCOC(=O)CNC(=O)c1sc(NC(=O)c2ccccc2)nc1C	-0.01	0.08	-37.9
COC(C#CCCN(C)C)(c1ccccc1)c1ccccc1	0.02	-0.04	x
CCCCC1CCC(C(=O)Nc2ccc(S(=O)(=O)Nc3nccs3)cc2)CC1 (configuration not stated)	0.4	0.46	57.1
Cc1ccn2c(C(=O)N/N=C\c3cccs3)c(C)nc2c1	0.87	0.82	50.0
O=C(NCCN1CCCCCC1)C1CC(=O)N(CCc2ccccc2)C1 (configuration not stated)	-0.24	-0.42	20.0
S=C(Nc1ccc(Cl)cc1)N(CCCN1CCOCC1)Cc1ccco1	-0.14	-0.23	24.3
Cc1cc(C)nc(Nc2n[nH]c(Cc3ccccc3)n2)n1	1	1.8	-71.4
Cc1ccc(C)c(OCCn2cc(C(=O)O)c3ccccc32)c1	x	x	7.1
CCCCc1nc(SCC(=O)Nc2ncccn2)n[nH]1	-0.16	0.18	33.3
CCc1ccc(N2C(=O)CN(CC(=O)OC)C2=S)cc1	x	x	66.7

This is a subset (hit frequency here may not be typical).
